Screening results (PubChem BioAssay)
PPARg SRC1 recr: PPARgamma-driven SRC-1 recruitment agonism; 200,000 tested, 0.41% active; P37231; PPARgamma-SRC-1 coactivator recruitment biochemical assay; activation, % at 8 µM; in the data active = activation above about 19%;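 also: 0% = DMSO and 100% = reference agonist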
Target sequence (P37231 whole entry, looked up): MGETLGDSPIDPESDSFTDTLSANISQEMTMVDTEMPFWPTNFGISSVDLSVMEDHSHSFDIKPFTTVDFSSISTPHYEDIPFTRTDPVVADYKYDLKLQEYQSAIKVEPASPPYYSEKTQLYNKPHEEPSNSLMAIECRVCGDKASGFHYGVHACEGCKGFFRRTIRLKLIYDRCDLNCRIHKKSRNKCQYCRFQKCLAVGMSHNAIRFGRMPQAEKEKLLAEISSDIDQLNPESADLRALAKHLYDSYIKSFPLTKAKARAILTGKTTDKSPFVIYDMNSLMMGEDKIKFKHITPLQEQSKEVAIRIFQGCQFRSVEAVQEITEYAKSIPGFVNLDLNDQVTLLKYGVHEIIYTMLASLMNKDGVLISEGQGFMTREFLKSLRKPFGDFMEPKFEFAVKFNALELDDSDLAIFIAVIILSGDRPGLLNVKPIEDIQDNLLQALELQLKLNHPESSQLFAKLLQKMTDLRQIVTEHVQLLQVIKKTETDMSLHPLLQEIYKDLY
PPARg SRC2 recr: agonists of SRC-2 recruitment by human PPARgamma; P37231; PPARgamma LBD-SRC-2 recruitment, biochemical; activation, % at 8 µM; 200,000 tested, 0.34% active; AID 1032; in the data active = activation above about 22%;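 also: 0% = vehicle and 100% = reference agonist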
DTT redox prof: compounds producing H2O2 with reducing agent – biochemical, NIH compound library profiling, artefact control for MLSCN library redox annotation, primary screen; DTT-dependent redox cycling H2O2, phenol red/HRP absorbance; 100% = 100 µM peroxide control, 0% = buffer; activation, % at 10 µM; 200,000 tested, 0.03% active; AID 878;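 active = activation of at least 50% relative to the plate's high and low controls in the primary single-dose screen; inactive = activation below 50%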;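 also: compound incubated with DTT at 0.8 mM final as the reducing agent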
bIAP inh: blocks bovine intestinal alkaline phosphatase activity | purified bovine IAP, CDP-star luminescence, 30 min | inhibition, % at 20 µM | 190,000 tested, under 10 active;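 active = over 50% inhibition of intestinal alkaline phosphatase at 20 µM in the single-dose screen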
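System: Purified bovine intestinal alkaline phosphatase (IAP) enzyme | Input: IAP diluted 1/65,000,000 in the well | Also added: CDP-star chemiluminescent phosphatase substrate, 30 µM final | Dosing: 20 µM single dose | Times: Enzyme reaction for 30 min at room temperature | Detection: Luminescence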
ROMK primary: modulators of human ROMK potassium channel. P48048. Tet-inducible ROMK, thallium flux fluorescence; actives lie on both sides. B-score at 10 µM. 130,000 tested, 2% active. AID 1918;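 active = signal ratio slope over the read window, or its plate-corrected B-score, at least 3 SD from the plate mean, either direction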;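 also: B-score of the F/F0 ratio slope over 7 to 12 s after thallium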
RAM inhibit: yeast RAM network inhibition; S. cerevisiae dse1pr::URA3 reporter, 5-FOA growth OD615, 2 d; analog-sensitive cbk1-as2 kinase mutant strain; AID 868; inhibition, % at 50 µM; 190,000 tested, 1.8% active;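 active = inhibition above a set limit, 3 SD over mean compound inhibition, cut at about 8.4% in these data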;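 also: 0% = DMSO-only wells with no growth and 100% = 10 µM 1-NA-PP1 full growth; inhibition rescues growth on 5-FOA so higher OD means more RAM inhibition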
HMGR II inh: E. faecalis class II HMG-CoA reductase inhibition | purified E. faecalis HMGR, NADPH absorbance 340 nm kinetic | inhibition, % at 10 µM | 190,000 tested, 0.41% active | AID 1066;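 active = inhibition above a set limit, the median over all tested compounds plus 3 SD, cut at about 9.5% in these data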;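 also: enzyme runs in reverse so mevalonate oxidation gives rising NADPH absorbance; 0% = complete reaction with DMSO and 100% = background rate lacking mevalonate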
Lmaj promast: inhibitors of Leishmania major promastigote growth; Leishmania major promastigotes, resazurin fluorescence viability; inhibition, % at 10 µM; 200,000 tested, 9% active; in the data active = inhibition above about 50%;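 also: promastigotes grown with compound for 44 hours at 28 °C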
PPARg SRC3 recr: promotes SRC-3 coactivator recruitment by human PPARgamma; 200,000 tested, 0.26% active; activation, % at 8 µM; P37231; biochemical PPARgamma/SRC-3 coactivator recruitment assay; in the data active = activation above about 23%;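 also: 0% = DMSO and 100% = reference agonist; some compounds past the cut are filed as inactive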
SRC2 TRFRET art: flags TR-FRET format artefacts in PPARgamma SRC-2 recruitment agonist screen | AID 1049 | TR-FRET artefact counter-screen; hits give high values | 200,000 tested, 0.4% active | TR-FRET ratio at 8 µM; in the data active = TR-FRET ratio above about 2000; also: inactives centre near 1500; reference of the scale not given here
S1P3 antagonist: blocks the human S1P3 receptor; Q99500; CHO S1P3 NFAT-BLA reporter, FRET fluorescence, antagonist mode; inhibition, % at 4.98 µM; 170,000 tested, 0.27% active;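 active = inhibition above the plate cutoff, the mean inhibition of test wells on that plate plus 3 SD, cut at about 28% in these data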;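 also: cells challenged with S1P at its EC80 of 0.8 µM; blue over green emission ratio from cleaved BLA substrate after 4 h stimulation; 0% = S1P-stimulated wells and 100% = unstimulated DMSO-only wells; some compounds past the cut are filed as inactive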
Target sequence (Q99500 whole entry, looked up): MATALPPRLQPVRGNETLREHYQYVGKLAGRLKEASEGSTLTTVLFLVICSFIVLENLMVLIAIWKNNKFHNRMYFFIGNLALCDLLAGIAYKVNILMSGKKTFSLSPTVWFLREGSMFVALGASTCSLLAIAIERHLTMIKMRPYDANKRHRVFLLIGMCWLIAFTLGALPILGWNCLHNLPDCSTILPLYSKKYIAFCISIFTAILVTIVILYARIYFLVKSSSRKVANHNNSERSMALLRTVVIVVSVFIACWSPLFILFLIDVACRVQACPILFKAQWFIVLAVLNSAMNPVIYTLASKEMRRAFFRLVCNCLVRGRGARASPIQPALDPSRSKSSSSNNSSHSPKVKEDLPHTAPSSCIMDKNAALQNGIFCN
Starred values were filed as active, the others as inactive; x = no result given.

SMILES	PPARg SRC1 recr	PPARg SRC2 recr	DTT redox prof	bIAP inh	ROMK primary	RAM inhibit	HMGR II inh	Lmaj promast	PPARg SRC3 recr	SRC2 TRFRET art	S1P3 antagonist
COCCN1Cc2cccc(C(=O)Nc3cccnc3)c2C1=O	-6	2	1.1	9	x	0.3	-7	4	-1	1428	-19
COc1ccc(N2CCN(C3=CC(=O)N(c4cccc(Cl)c4)C3=O)CC2)cc1	7	3	0.2	-9	0.26	3.8	7	-3	1	1455	-10
Cc1ccc(S(=O)(=O)N2CCCCC2)cc1NC(=O)CSCC(=O)O	-3	4	-1.9	4	-0.014	0.4	-5	3	1	1481	-10
CCOc1ccc(/C=C/C(=O)c2cc(Br)ccc(=O)c2O)cc1	6	6	3.1	9	0.76	4.6	-1	8	4	1617	-13
COc1ccc(N=C2SC(CC(=O)Nc3ccccc3)C(=O)N2CCN2CCOCC2)cc1 (stereo not drawn)	6	6	-0.3	-9	-0.0067	2.9	-8	56*	2	1562	-5
CC1CCCCC1NC(=O)Cn1nnc(-c2ccc(Cl)cc2)n1 (stereo not drawn)	2	3	-3.5	14	x	1.9	1	-5	5	1592	5
COc1ccc(CNC(=O)CSc2nc3c(c(=O)n(C)c(=O)n3C)n2C)cc1	-1	10	-0.2	x	0.33	x	x	-5	-7	1626	x
CCOC(=O)CC(NC(=O)Cn1nnc(-c2ccccc2F)n1)c1ccc(OC)cc1 (stereo not drawn)	0	5	0.2	0	1.4	9.7*	-2	4	3	1426	-10
CSc1ccc(C(=O)/C=C/c2ccc(N)cc2)cc1	4	8	-0.1	16	x	1.0	-3	19	5	1593	-11
O=C(Nc1ccccc1)c1cnc2ccccc2n1	7	9	-0.5	-8	1.1	1.4	-4	-4	2	1574	0
Cc1cc(C)c[n+](CC(=O)c2ccc(NC(=O)c3ccccc3)cc2)c1	4	2	-0.1	-6	-0.22	2.4	1	-2	3	1545	-11
COc1ccc2c(c1)c(=O)oc1c(C)c(OCc3cc(C(=O)O)oc3C)ccc12	-6	5	0.3	5	-0.17	0.7	-6	-7	-3	1374	0
Cc1cc(C)c(C)c(S(=O)(=O)N2CCCCC2C(=O)O)c1C (stereo not drawn)	0	5	-1.0	2	x	0.8	0	2	2	1789	1
COc1ccc(CCC(=O)Nc2ccc3c(c2)OCCO3)cc1	-2	10	0.1	1	x	-1.1	-2	-3	2	1565	-66
CCOC(=O)c1c(NC(=O)CC)sc(C(=O)N2CCCCC2)c1C	7	6	0.1	7	-0.098	3.4	0	0	5	1445	x
CC(=O)Nc1cccc2c1C(=O)N(c1cccc(OC(C)=O)c1)C2=O	-1	-13	-0.5	11	1	0.8	-4	-4	-1	1510	-6
CCn1c(Cn2nnc(-c3ccccc3)n2)nnc1SCC(=O)N1CCOCC1	3	7	0.6	3	0.4	0.7	1	-5	1	1473	-7
C/C=C/c1ccc(OCCN2CCc3ccccc3C2)c(OC)c1	4	6	0.4	0	-2.4	0.8	-6	29	1	1615	7
N#CCC(=O)N1CCCCCC1	4	8	1.2	30	0.22	1.6	-1	-6	0	1474	-22
COc1ccc(-c2cc(C(=O)NN)n(-c3ccccc3)n2)cc1	-1	-5	0.1	17	x	-1.8	0	-2	-2	1380	6
Cc1ccc(OCC(=O)Nc2ccc3c(c2)OCO3)c([N+](=O)[O-])n1	-1	9	x	5	0.37	1.7	0	55*	2	1823	-9
O=C1CSC(c2ccccn2)N1c1ccc(Br)cc1 (stereo not drawn)	5	-8	-0.7	-3	x	2.0	-4	-1	1	1265	2
CCNC(=S)N/N=C(\C)c1ccc(Cl)s1	0	-1	0.3	2	x	-0.1	-8	5	1	1531	-3
C=CCn1c(CSc2nc3ccccc3s2)nnc1SCC(=O)NCc1ccco1	2	4	-0.1	1	-1.5	2.3	2	-1	3	1491	17
CC1(C)Cc2c(c(-c3ccccc3)nc(N3CCCC3)c2C(N)=O)CO1	-8	-9	0.3	5	0.017	0.1	-4	-4	0	1705	x
Cc1ccc(NC(=O)Nc2ccc3c(c2)N(C)C(=O)CS3)nc1	-3	6	3.1	-1	0.72	4.3	-1	3	-7	1524	-7
NC(=O)c1ccsc1N	3	4	-0.4	0	0.1	3.5	2	-8	7	1628	-5
COc1cc(OC)c(OC)cc1CN1CCCC(C(=O)c2ccc3c(c2)OCO3)C1 (stereo not drawn)	2	0	-0.9	-4	-0.055	-1.4	-4	9	1	1698	5
COc1cccc(C(CC(=O)Nc2cccc3ccccc23)NC(=O)c2ccccc2)c1 (stereo not drawn)	3	0	2.6	-44	x	10*	-3	-2	2	1593	x
Cc1ccc(-n2ncc3c(=O)[nH]c(SCC(=O)N4CCN(c5ccccc5)CC4)nc32)cc1	-6	0	1.0	-1	x	6.9	2	-4	-4	1504	9
CN(C(=O)COc1ccccc1)c1nnc(-c2ccncc2)s1	11	2	-2.5	6	x	1.0	-2	-5	8	1759	9
CN1CCN(C(=O)c2cc3ccccc3oc2=O)CC1	6	-1	1.9	-2	x	2.7	-3	-3	19	1706	x
CCOC(=O)C(=CNc1ccc(C)cc1C)C(=O)OCC	-5	-1	1.3	5	x	2.2	-7	1	-11	1525	x
CN(C)C(=O)c1cn(-c2ccc(Cl)cc2)c(=O)c2ccccc12	7	6	-1.4	-2	0.54	0.4	7	4	-4	1346	3
COc1ccccc1N1CCN(C(=O)CCSCc2ccccc2F)CC1	1	1	-0.9	4	-0.024	1.4	-3	6	-2	1512	2
Cc1cc(=O)oc(C)c1C(=O)N[C@@H]1CCCCNC1=O	6	2	-1.0	5	-0.014	2.9	-1	-3	0	1365	x
COc1ccc(CN(C(=O)CSc2nnc(-c3ccccc3C)o2)c2ccc(F)cc2)cc1	2	7	0.0	-4	x	11*	4	15	-8	1609	x
CNCc1ccccc1Sc1ccc(OC)c(OC)c1	4	4	-5.1	2	-1.4	0.0	-2	7	4	1568	x
COc1ccc(NC(=O)Cc2c(C(=O)O)n(C)c3ccccc23)cc1OC	4	-1	-1.6	-3	0.74	5.5	-10	-9	-4	1704	2
CCOC(=O)C1CCN(C(=O)c2cccnc2)CC1	9	5	3.9	12	0.91	-0.2	-4	-6	4	1732	-14
S=C(Nc1ccccc1)N1N=C(c2cccs2)CC1c1cccs1 (stereo not drawn)	15	17	1.2	-8	0.0025	2.4	-8	74*	6	1724	30*
CCOC(=O)C1(Cc2cccc(OC)c2)CCN(Cc2csc(C(C)=O)c2)CC1	2	8	-0.3	-3	-1.6	1.6	-2	93*	1	1831	1
O=c1oc2c(CN3CCOCC3)c(O)c(Cl)cc2c2c1CCC2	11	2	-0.5	-4	0.33	0.3	-4	0	0	1473	-18
O=C(O)c1ccc2c3c(ncnc13)-c1ccccc1C2=O	6	7	-2.9	7	x	-0.8	0	98*	-4	1577	-66
Cc1ccc(S(=O)(=O)N(C)c2ccc(OCC(=O)Nc3nc(-c4ccccc4)cs3)cc2)cc1	5	11	-0.6	-24	x	3.6	-1	89*	4	1697	2
COC(=O)c1cc(NC2c3ccccc3C(=O)N2c2cccnc2)cc(C(=O)OC)c1 (stereo not drawn)	6	5	-0.5	47	x	1.1	-4	9	3	1385	-11
CCn1c(COc2ccc(C(C)C)cc2)nnc1SCC(=O)Nc1nccs1	3	2	4.1	15	0.84	1.9	-2	-11	0	1547	x
CCOc1ccccc1NC(=O)c1cc(C(=O)Nc2ccccc2OCC)cc(N2C(=O)CCC2=O)c1	4	1	0.0	5	0.24	5.5	-9	-3	1	1640	2
Cc1nc2ccccc2c(=O)n1N	-1	10	-1.9	11	x	0.0	-2	-3	12	1556	-21
O=C(NNC(=O)c1ccccc1O)c1ccco1	6	2	-0.7	-10	0.75	1.9	0	0	3	1585	-3
CC(=O)Nc1ccc(NC(=O)C2CCCN2C(=O)Nc2ccc(F)c([N+](=O)[O-])c2)cc1 (stereo not drawn)	8	9	-1.6	1	0.77	1.4	-5	-9	1	1447	-13
C=CCn1c(SCC(=O)O)nnc1-c1cccc(Cl)c1	-4	-4	2.2	0	x	0.4	1	-1	-8	1453	4
Cc1cc(NC(=O)Cn2cnc3c(cnn3C(C)(C)C)c2=O)no1	3	5	0.3	11	x	0.5	-1	-8	4	1344	0
COc1ccc(/C=C2\SC(=O)N(CCNC(=O)Cc3coc4cc(C)ccc34)C2=O)cc1OC	11	-3	0.6	-26	-1.4	3.4	0	13	1	1672	17
Cn1c(COc2ccccc2)nnc1SCC(=O)Nc1ccc2c(c1)OCO2	-1	2	-0.7	7	x	1.6	-1	-2	-2	1429	6
CC(C)N1CCc2c(sc(NC(=S)NC(=O)c3ccccc3)c2C#N)C1	0	3	-0.1	11	x	-1.0	-9	2	0	1714	-10
COc1cccc(NC(=O)C2CCN(S(C)(=O)=O)CC2)c1	0	4	-2.5	7	x	1.4	-1	-7	-6	1547	-19

As a short view, some entries already given:
SMILES	PPARg SRC1 recr	PPARg SRC2 recr	DTT redox prof	bIAP inh	ROMK primary	RAM inhibit	HMGR II inh	Lmaj promast	PPARg SRC3 recr	SRC2 TRFRET art	S1P3 antagonist
O=C(NNC(=O)c1ccccc1O)c1ccco1	6	2	-0.7	-10	0.75	1.9	0	0	3	1585	-3
CC(=O)Nc1ccc(NC(=O)C2CCCN2C(=O)Nc2ccc(F)c([N+](=O)[O-])c2)cc1 (stereo not drawn)	8	9	-1.6	1	0.77	1.4	-5	-9	1	1447	-13
C=CCn1c(SCC(=O)O)nnc1-c1cccc(Cl)c1	-4	-4	2.2	0	x	0.4	1	-1	-8	1453	4
Cc1cc(NC(=O)Cn2cnc3c(cnn3C(C)(C)C)c2=O)no1	3	5	0.3	11	x	0.5	-1	-8	4	1344	0
COc1ccc(/C=C2\SC(=O)N(CCNC(=O)Cc3coc4cc(C)ccc34)C2=O)cc1OC	11	-3	0.6	-26	-1.4	3.4	0	13	1	1672	17
Cn1c(COc2ccccc2)nnc1SCC(=O)Nc1ccc2c(c1)OCO2	-1	2	-0.7	7	x	1.6	-1	-2	-2	1429	6
CC(C)N1CCc2c(sc(NC(=S)NC(=O)c3ccccc3)c2C#N)C1	0	3	-0.1	11	x	-1.0	-9	2	0	1714	-10
COc1cccc(NC(=O)C2CCN(S(C)(=O)=O)CC2)c1	0	4	-2.5	7	x	1.4	-1	-7	-6	1547	-19
